SUMO HTRF inh: inhibitors of human SUMOylation (UBC9) | HTRF SUMOylation assay, SAE1/SAE2 + UBC9, in vitro | inhibition, % at 35 µM | 290,000 compounds, 0.36% hits | AID 2006; in the data active = inhibition above about 50%, passing the limit was not always enough; note: strong numbers were not always called active
p-CIP stab down: compounds decreasing mouse p/CIP protein stability; F442A p/CIP-EGFP cells, EGFP fluorescence, 16 h; decrease of EGFP signal, % at 10 µM; 290,000 compounds, 0.01% hits; AID 1984;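 active = EGFP signal decrease of at least 30% at 10 µM or well 3 SD below plate mean, unless failing retest; inactive = the rest, including hits failing retest or dose response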; note: some compounds called inactive have numbers as strong as hits; many of its hits are not listed in these tables
Target sequence (Q05BA5 1-1403): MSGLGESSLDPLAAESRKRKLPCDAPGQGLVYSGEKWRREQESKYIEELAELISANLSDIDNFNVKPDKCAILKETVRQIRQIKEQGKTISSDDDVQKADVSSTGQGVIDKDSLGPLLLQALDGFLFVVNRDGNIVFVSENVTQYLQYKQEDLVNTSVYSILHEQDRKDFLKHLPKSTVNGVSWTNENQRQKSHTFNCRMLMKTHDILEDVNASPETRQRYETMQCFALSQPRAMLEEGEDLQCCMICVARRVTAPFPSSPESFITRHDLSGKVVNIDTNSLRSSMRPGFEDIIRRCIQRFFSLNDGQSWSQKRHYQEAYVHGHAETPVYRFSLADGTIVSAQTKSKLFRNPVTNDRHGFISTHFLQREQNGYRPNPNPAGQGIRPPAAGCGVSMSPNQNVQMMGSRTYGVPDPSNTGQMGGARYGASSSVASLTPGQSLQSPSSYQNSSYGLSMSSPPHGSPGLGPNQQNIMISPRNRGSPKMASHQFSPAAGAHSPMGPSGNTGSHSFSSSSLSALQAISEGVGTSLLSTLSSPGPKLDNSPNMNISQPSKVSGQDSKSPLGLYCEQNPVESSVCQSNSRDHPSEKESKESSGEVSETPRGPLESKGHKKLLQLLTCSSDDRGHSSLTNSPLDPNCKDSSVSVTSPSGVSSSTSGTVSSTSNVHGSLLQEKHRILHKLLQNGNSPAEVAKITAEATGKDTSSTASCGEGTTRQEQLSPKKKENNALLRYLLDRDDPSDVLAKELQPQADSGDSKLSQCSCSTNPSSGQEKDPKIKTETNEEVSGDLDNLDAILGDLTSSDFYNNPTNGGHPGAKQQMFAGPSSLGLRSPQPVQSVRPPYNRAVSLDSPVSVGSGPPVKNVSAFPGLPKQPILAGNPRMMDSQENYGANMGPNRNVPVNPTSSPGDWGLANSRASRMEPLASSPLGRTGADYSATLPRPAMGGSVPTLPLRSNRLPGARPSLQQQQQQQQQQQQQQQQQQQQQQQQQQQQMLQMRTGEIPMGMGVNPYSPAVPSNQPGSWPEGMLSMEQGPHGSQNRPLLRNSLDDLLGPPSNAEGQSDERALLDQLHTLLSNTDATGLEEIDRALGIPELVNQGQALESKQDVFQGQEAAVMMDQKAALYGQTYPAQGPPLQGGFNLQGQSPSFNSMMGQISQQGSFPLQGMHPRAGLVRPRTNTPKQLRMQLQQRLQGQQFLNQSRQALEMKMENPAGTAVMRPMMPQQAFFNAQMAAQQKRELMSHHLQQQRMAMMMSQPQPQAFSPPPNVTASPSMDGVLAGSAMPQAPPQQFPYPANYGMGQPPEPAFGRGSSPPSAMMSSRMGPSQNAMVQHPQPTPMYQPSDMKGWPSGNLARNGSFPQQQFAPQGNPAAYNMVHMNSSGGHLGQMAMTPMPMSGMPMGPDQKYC
IDE cell activ: IDE (human) activation, cell-based | P14735 | HEK cells, FAbeta-B cleavage, fluorescence polarization; 0% vehicle, 100% cell-free pure enzyme wells | activation, % at 5.96 µM | 340,000 compounds, 0.073% hits;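 active = activation above the mean of all tested compounds plus 3 SD, set per screening campaign, cut at about 17% in these data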
VIM-2 inhibitor: blocks Pseudomonas aeruginosa VIM-2 metallo-beta-lactamase. purified VIM-2, nitrocefin hydrolysis, epi-absorbance fluorescence. inhibition, % at 5.6 µM. 290,000 compounds, 0.89% hits. AID 1527;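 active = inhibition above the mean of all tested compounds plus 3 SD, cutoff set per screening run, cut at about 7.5% in these data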;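 note: red hydrolysis product quenches plate fluorescence so inhibitors raise well fluorescence; 0% = enzyme with DMSO and 100% = DMSO without enzyme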
IMP-1 inh: blocks Pseudomonas aeruginosa IMP-1 metallo-beta-lactamase. 290,000 compounds, 0.45% hits. purified IMP-1, nitrocefin hydrolysis, epi-absorbance fluorescence. AID 1556. inhibition, % at 5.6 µM;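 active = inhibition above the mean plus 3 SD of all compounds in the same screening run, cut at about 4.5% in these data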;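 note: 0% = IMP-1 with DMSO and 100% = DMSO wells lacking enzyme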
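System: Purified recombinant IMP-1 metallo-beta-lactamase enzyme | Measured by: Fluorescence quenching readout, ex 480/em 530 nm | Replication: Singlicate | Incubation: 15 min preincubation plus 25 min reaction at 25 °C | Evaluation: Percent inhibition from optical density relative to buffer-blank wells | Benchmarks: DMSO with and without IMP-1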
CRFR2-BP antag: CRF-BP/CRF-R2 complex antagonism; HEK293 CRF-R2/CRF-BP, CRF-induced calcium fluorescence; inhibition, % at 11.8 µM; 350,000 compounds, 0.59% hits; AID 588475;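 active = inhibition of the ligand-induced calcium signal above about 50% at the single tested concentration, limit read from the data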
HCV NS3 hel inh: blocks Hepatitis C virus NS3 helicase unwinding | NS3 helicase DNA unwinding, Cy5 molecular beacon fluorescence | inhibition, % at 10.9 µM | 290,000 compounds, 0.56% hits;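 active = inhibition above the mean of all tested compounds plus 3 SD, set per campaign, cut at about 35% in these data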;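 note: 0% = DMSO wells and 100% = thioflavine S control wells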
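Assay system – hepatitis C virus NS3 helicase domain fragment enzyme · Buffer or medium – MOPS pH 6.5, MgCl2, DTT, Tween20, BSA · Reagent – Cy5/quencher beacon DNA duplex and ATP to start · Compound – single 10.9 µM dose · Timing – 1 h at 25 °C · Technique – Cy5 beacon fluorescence read at start and 1 h · Measure – % inhibition of unwinding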
IDE inh: inhibits human insulin-degrading enzyme in HEK cells. P14735. 320,000 compounds, 0.41% hits. inhibition, % at 5.59 µM. FAbetaB cleavage, fluorescence polarization;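 active = percent inhibition above the average of all tested compounds plus 3 SD, set per screening campaign, cut at about 16% in these data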;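 note: IDE supplied by intact live HEK cells; FP after avidin binding of uncleaved biotin substrate so inhibition keeps polarization high; 0% = DMSO wells and 100% = 60 µM reference IDE inhibitor Ii1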
GalR3 antagonist: blocks the human galanin receptor 3 | O60755 | HEK293 GalR3-CNG cAMP membrane potential fluorescence; galR3 body fused to GalR1 C-terminus | inhibition, % at 3 µM | 360,000 compounds, 0.44% hits | AID 651719;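 active = inhibition above the screen-wide average plus 3 SD, cut at about 13% in these data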;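 note: forskolin and galanin both at EC90 stimulate the cells; cAMP rise reported by CNG channel membrane potential dye signal; 0% = forskolin plus galanin with DMSO and 100% = forskolin alone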
* = called active by the depositor; · = not tested or not shown.

SMILES | SUMO HTRF inh | p-CIP stab down | IDE cell activ | VIM-2 inhibitor | IMP-1 inh | CRFR2-BP antag | HCV NS3 hel inh | IDE inh | GalR3 antagonist
CCS(=O)(=O)Nc1cccc(-c2cc(-c3ccccc3)c3cc(C)ccc3n2)c1 | -32 | 0 | 3 | -3.0 | -3.4 | 1 | -1 | 0 | -11
CC1(C)CC(=O)C(C=Nc2ccc3cn[nH]c3c2)=C(O)C1 | -3 | -4 | 3 | -4.0 | -3.8 | 10 | -2 | -5 | -1
CCc1nnc(NC(=O)C2=NN(C3CCS(=O)(=O)C3)C(=O)CC2)s1 (stereo not drawn) | 16 | -1 | 2 | 2.4 | -0.2 | 9 | 11 | -1 | -4
CCc1ccccc1NC(=O)CSc1ccsc1[N+](=O)[O-] | 14 | -18 | 4 | -2.9 | -3.0 | 25 | 7 | 1 | 3
Cc1onc(-c2ccccc2)c1C(=O)N1CC(C)OC(C)C1 (stereo not drawn) | 31 | -3 | 0 | -4.0 | -4.2 | 2 | 12 | 1 | -4
CCCOc1ccc(N2C(=O)CC(N(CCc3ccc(OC)c(OC)c3)C(=S)Nc3ccccc3)C2=O)cc1 (stereo not drawn) | -11 | -8 | -1 | 1.7 | 0.9 | -22 | -2 | 8 | ·
O=C(CN1C(=O)NC2(CCc3ccccc32)C1=O)NCc1cccc(C(F)(F)F)c1 (stereo not drawn) | · | · | 5 | · | · | -14 | · | 8 | 0
N#CC1(NC(=O)CSc2nnc(-c3ccccc3F)o2)CCCCC1 | · | · | -3 | · | · | 0 | · | 0 | 5
COc1ccc(NC(=O)CS(=O)CC(=O)Nc2cccc3cccnc23)cc1 (stereo not drawn) | 10 | -4 | 2 | -3.1 | -2.3 | 0 | 19 | 2 | -10
CC(=O)Nc1cccc(-c2cc(-c3c(Cl)cccc3Cl)no2)c1 | -2 | -8 | 9 | -2.0 | -2.0 | 4 | -17 | -2 | -4

The last 3 records of the section before open the next one.
SMILES | SUMO HTRF inh | p-CIP stab down | IDE cell activ | VIM-2 inhibitor | IMP-1 inh | CRFR2-BP antag | HCV NS3 hel inh | IDE inh | GalR3 antagonist
N#CC1(NC(=O)CSc2nnc(-c3ccccc3F)o2)CCCCC1 | · | · | -3 | · | · | 0 | · | 0 | 5
COc1ccc(NC(=O)CS(=O)CC(=O)Nc2cccc3cccnc23)cc1 (stereo not drawn) | 10 | -4 | 2 | -3.1 | -2.3 | 0 | 19 | 2 | -10
CC(=O)Nc1cccc(-c2cc(-c3c(Cl)cccc3Cl)no2)c1 | -2 | -8 | 9 | -2.0 | -2.0 | 4 | -17 | -2 | -4
CC[N+](C)(CC)CCOC(=O)C1c2ccccc2Oc2ccccc21 | · | · | 6 | · | · | -17 | · | 6 | 2
COc1ccc(-c2ncncc2-c2csc(C)n2)c(O)c1OC | 9 | 7 | 2 | -0.2 | -4.1 | 6 | -4 | 5 | -3
COCc1ccc(-c2ccc3c(c2)c(C#Cc2ccsc2)c(-c2cc(OC)cc(OC)c2)n3C)cc1 | · | · | 1 | · | · | 3 | · | 2 | -5
Cc1cccc2sc(NC(=O)c3ccc(OCC4CCCO4)cc3)nc12 (stereo not drawn) | 4 | 5 | 2 | -2.5 | -3.1 | -26 | -11 | 0 | -7
CC(=O)Nc1ccc(-c2csc(NC(=O)CCCc3cccs3)n2)cc1 | -6 | -13 | -3 | -1.3 | -0.5 | -5 | 0 | -3 | -4
c1ccc(COc2ccc(CNCc3cccnc3)cc2)cc1 | 5 | -12 | -1 | -5.2 | -3.8 | -14 | -26 | 2 | -4
CCCC(=O)NC(=S)Nc1ccccc1C(F)(F)F | 8 | -10 | 0 | -1.5 | -1.1 | 13 | 5 | 1 | -2
CC(=O)C[C@@H](O)CC(=O)[C@@H]1OC(=O)CCCCCCCc2ccccc21 | · | · | 2 | · | · | -13 | · | 3 | -1
Cc1nc(NC2CCCC2)sc1C(=O)N(C)C | 21 | -7 | -3 | -1.1 | -1.1 | 3 | 7 | 3 | -1
COc1ccc(OC)c(NC(=O)c2cc3ccccc3cc2OC)c1 | -6 | -5 | 2 | -1.1 | -2.6 | -7 | 3 | 3 | -9
O=C(NCCc1ccccc1)c1ccc(CS(=O)(=O)Cc2ccccc2F)o1 | 20 | 0 | 3 | -3.9 | -3.8 | -24 | 6 | 1 | -2
O=C(NC(NC(=S)Nc1ccccc1Cl)C(Cl)(Cl)Cl)c1cccc(Cl)c1 (stereo not drawn) | -38 | 7 | -1 | -3.2 | 0.0 | 26 | 8 | 7 | -1
O=C(NCCc1ccccc1)C1CCN(C2CCN(C(=O)CC3=CCCCC3)CC2)CC1 | 15 | -5 | -2 | -0.3 | -2.0 | 3 | 9 | 5 | -3
COC(=O)c1cc(NC2c3ccccc3C(=O)N2Cc2ccco2)cc(C(=O)OC)c1 (stereo not drawn) | 10 | 2 | 6 | -4.6 | -3.9 | -3 | 4 | 3 | ·
COc1cc(NC(=O)c2cccc(Br)c2)nc(OC)n1 | -12 | -18 | -10 | -4.2 | -3.0 | 14 | 1 | 6 | -4
Cc1cc(=O)c(C(=O)O)nn1-c1ccccc1Cl | -1 | -7 | 3 | 2.1 | 0.1 | 16 | -1 | -10 | -3
O=S1CC/C(=N\O)c2ccccc21 (stereo not drawn) | -34 | 4 | 6 | -2.8 | -3.6 | -2 | -1 | 2 | -3
CN(C)S(=O)(=O)c1ccc(C(=O)Nc2ccc(Cl)cc2)cc1 | 4 | -2 | 5 | 1.2 | 4.1 | -5 | -7 | 8 | 3
CC(C)(C)N(CC#CCC1(O)c2ccccc2-c2ccccc21)CCO | 8 | -15 | 3 | -3.2 | -1.3 | -11 | 4 | 2 | 0
Cc1cccc(C)c1NC(=O)COC(=O)c1cccc2c1C(=O)c1ccccc1C2=O | 8 | -12 | 5 | -1.2 | 2.0 | -45 | 1 | 0 | -4
CCC(=NCCc1c(C)[nH]c2ccc(OC(F)(F)F)cc12)C1=C(O)CC(c2ccccc2)CC1=O (stereo not drawn) | -19 | -6 | 1 | -6.0 | -4.1 | 3 | -5 | 2 | -4
O=c1c2c(-c3cccs3)csc2ncn1-c1ccc(Br)cc1 | 16 | -21 | 4 | -3.5 | -3.0 | 17 | 7 | -7 | 1
CCN(CC)S(=O)(=O)c1cc(NC(=O)c2n[nH]c(=O)c3ccccc23)ccc1C | -3 | -5 | 3 | -1.9 | -1.1 | -1 | 11 | 9 | -5
CC1(C)OC(=O)C(=NNc2ccccc2C(=O)O)C(=O)O1 | -4 | -9 | -4 | -2.9 | -2.5 | -1 | -4 | 8 | 10
COc1ccc(/C=C/C(=O)Nc2cccnc2Cl)cc1 | 18 | -10 | -4 | -0.1 | -0.8 | 2 | -9 | -3 | -4
Cc1ccc(S(=O)(=O)N2CCOC23CCN(C(=O)c2cc(Cl)ccc2Cl)CC3)cc1 | 6 | -11 | -5 | -0.7 | -2.1 | 26 | -8 | 2 | -6
O=C1C(Nc2ccc(O)cc2)=C/C(=N/S(=O)(=O)c2cccs2)c2ccccc21 | 48 | · | -1 | -0.1 | -3.5 | 12 | -4 | · | -9
CCCCN(Cc1ccccc1)C1CCN(Cc2ccccc2)CC1 | -2 | -11 | -1 | -1.0 | -1.2 | 8 | -2 | 1 | -6
Cc1nc(CS(=O)(=O)c2ccccc2)cc(N2CCN(c3ccccc3F)CC2)n1 | -3 | 6 | -4 | 1.7 | -1.1 | -8 | -2 | 0 | -7
COc1ccc(F)cc1S(=O)(=O)NCC(c1ccc2c(c1)OCO2)N1CCN(C)CC1 (stereo not drawn) | · | · | 0 | · | · | 5 | · | -5 | -4
CCOc1ccc(-n2cc(C(=O)NCCOC)c3cc(OC)c(OC)cc3c2=O)cc1 | 17 | -5 | 1 | -2.4 | -2.9 | -2 | 0 | 1 | -11
COC(/C=C/Nc1ccc(OC)cc1)=C(C#N)C#N | 24 | -6 | 0 | -2.3 | -0.2 | 12 | -4 | 7 | 7
COc1ccc(-c2nn3c(C4CCCCC4)nnc3s2)cc1OC | 12 | -22 | 4 | 1.7 | -1.3 | -15 | -5 | -3 | 17*
CCCc1noc(-c2cccc([N+](=O)[O-])c2)n1 | 23 | 5 | -4 | 0.6 | 1.1 | 4 | -9 | -3 | -1
CC(C)(C)NC(=O)NC(=O)CN1CCc2ccccc21 | -3 | 8 | 3 | 1.1 | 0.7 | -9 | 3 | 3 | -2
CCCCCN(C(=O)COC(=O)COc1c(C)cc(C)cc1C)c1c(N)n(CCCC)c(=O)[nH]c1=O | · | · | 4 | · | · | -30 | · | -9 | -3
Cc1cccc(OCc2nnc(SCC(=O)Nc3cccc(C(=O)N4CCOCC4)c3)n2C)c1 | -20 | 0 | 4 | 1.1 | -1.1 | -3 | -3 | 0 | 1
O=C1NC2(CCCCCC2)C(=O)N1Cc1ccccc1 | -10 | -1 | -3 | -0.1 | -1.0 | -4 | 13 | 2 | -10
COc1ccc(CC(=O)NNC(=O)CSc2nnc(Cc3ccc(OC)cc3)n2-c2ccccc2)cc1 | -10 | 10 | 8 | -3.6 | 0.2 | -18 | -3 | 1 | -7
O=C(CSCc1ccccc1)Nc1cccc(C(=O)Nc2ccc(C(=O)O)cc2)c1 | -18 | 7 | 2 | -0.5 | 1.1 | 4 | 17 | 3 | 1
Cc1csc(=O)n1CCC(=O)OCC(=O)Nc1cc([N+](=O)[O-])ccc1Cl | · | · | 0 | · | · | 7 | · | 7 | -3
COC(=O)c1cc(-c2c(-c3ccc4c(c3)OCO4)noc2-c2ccsc2)cc([N+](=O)[O-])c1 | -12 | -3 | -4 | -0.2 | -3.9 | 1 | 13 | 3 | -3
CCCN(CC(=O)Nc1cc(C)on1)CC(=O)Nc1ccccc1C | · | · | 6 | · | · | -9 | · | 0 | -4
CC(C)(C)c1ccc(-n2ncc3c2CCCC3NC(=O)c2csnn2)cc1 (stereo not drawn) | -8 | -1 | 1 | 1.1 | -0.1 | 9 | 15 | -2 | -3
Cc1cc2c([nH]c3ccccc32)c(C)n1 | 21 | -10 | 3 | 1.3 | -2.5 | -3 | 2 | 3 | -9
Cc1ccc(Cn2c(SCC(=O)NCC3CCCO3)nc3ccsc3c2=O)cc1 (stereo not drawn) | 14 | -13 | 5 | -3.7 | -1.4 | 54* | 1 | 0 | 0
CCOC(=O)c1cc(C)sc1NC(=O)C(c1ccccc1)c1ccccc1 | -8 | -18 | 5 | -1.1 | 0.0 | -8 | 1 | 1 | -4
COc1cc2ccccc2cc1C(=O)NC1CCC(C)CC1 (stereo not drawn) | · | · | 5 | · | · | 8 | · | -5 | -9
O=C(O)CNC(=O)CCN1C(=O)c2ccccc2C1=O | 26 | -6 | 7 | -0.5 | -2.4 | 18 | 4 | 6 | -9
O=C(CNC(=O)c1ccccc1)OCc1nc2ccccc2s1 | 12 | -6 | -2 | -2.7 | -3.8 | -1 | 6 | -5 | -5
